NOD1 NF-kB reporter: NOD1 signaling inhibitors, primary screen, cell-based, luminescence, uHTS (AID 1578); NOD1-driven NF-kB luciferase reporter cells, luminescence; higher % means a stronger effect; actives 1% (n = 290,000); one-dose inhibition, % at 4 µM; EC50 in µM for titrated hits; in the data active = inhibition mostly above about 36%, no sharp cut-off; inactive = mostly below about 34%;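 also: HEK-293T reporter cells stimulated with the NOD1 agonist gamma-tri-DAP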
HIV fusion peptide: inhibitors of HIV fusion peptide binding, primary screen, biochemical, uHTS, fluorescence dequenching (AID 1986); cell-free peptide binding, fluorescence dequenching, 30 min; higher % means a stronger effect; actives 0.3% (n = 290,000); inhibition, % at 20 µM, or IC50 in µM where a hit was titrated; in the data active = inhibition mostly above about 52%, no sharp cut-off; inactive = mostly below about 76%; also: some results filed as inactive read as strong as hits
KOR beta-arrestin-1: kappa opioid receptor blockers – cell-based, luminescence, uHTS (AID 1778). one-dose inhibition, % at 10 µM; IC50 in µM for titrated hits. KOR beta-arrestin recruitment, luminescence, antagonist mode; higher % means a stronger effect. actives 0.091% (n = 290,000); also: strong numbers were not always called active
Myeloid diff MLP: promotes myeloid progenitor differentiation. ER-HoxA9 myeloid progenitors, lysozyme-GFP differentiation, flow cytometry. calls only at 10 µM. actives 1% (n = 360,000). AID 624256;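 active = normalized GFP-positive differentiation at or above the plate's own cutoff, the solvent-only control mean plus 3 SD; inconclusive = no clear call, values can overlap the other calls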;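 also: cells exposed to compound for four days before flow analysis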
GPR55 antagonists: inhibition of LPI-stimulated GPR55 beta-arrestin translocation – imaging, U2OS, beta-arrestin-GFP, LPI agonist, primary screen (AID 2013). U2OS GPR55 beta-arrestin-GFP translocation imaging, LPI antagonism; higher % means a stronger effect. one-dose inhibition, % at 10 µM; IC50 in µM for titrated hits. actives 0.13% (n = 290,000);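 active = spots per cell inhibited over 60%, with over 100 cells counted and total cytoplasm intensity under 500,000; inconclusive = wells with under 100 cells, flagged as likely toxic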;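 also: U2OS cells stably carrying GPR55 and arrestin-GFP stimulated by 5 µM LPI near EC80; imaged beta-arrestin-GFP aggregate spots per cell after agonist stimulation; plate controls were LPI-stimulated DMSO wells for no effect and DMSO wells without LPI for full effect; some results filed as inactive read as strong as hits; confirmed hits need IC50 under 10 µM and bright autofluorescent wells are also inconclusive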
NOD2 inhibition: inhibition of NOD2-driven NF-kB reporter – cell-based, luminescence, uHTS, HEK293 (AID 1566); inhibition, % at 4 µM, or EC50 in µM where a hit was titrated; actives 0.63% (n = 290,000); HEK293 NOD2/NF-kB luciferase reporter, luminescence; higher % means a stronger effect; also: many of its hits are not listed in these tables
GPR35 arrestin U2OS: inhibition of zaprinast-stimulated GPR35 beta-arrestin translocation – imaging, U2OS, beta-arrestin-GFP, zaprinast agonist, primary screen (AID 2058); U2OS GPR35 beta-arrestin-GFP translocation imaging, zaprinast antagonism; higher % means a stronger effect; actives 0.052% (n = 290,000); one-dose inhibition, % at 10 µM; IC50 in µM for titrated hits;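 active = inhibition of at least 50% with at least 30 cells and total cytoplasm GFP at most 10,000,000; inconclusive = under 30 cells or total GFP of 10,000,000 plus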
KOR beta-arrestin-2: KOR agonists, beta-arrestin recruitment, primary screen, cell-based, luminescence, uHTS (AID 1777) | KOR beta-arrestin recruitment, luminescence; higher % means a stronger effect | activation, % at 10 µM, or EC50 in µM where a hit was titrated | actives 0.02% (n = 280,000); in the data active = activation above about 50%, passing the limit was not always enough; also: a part of the inactive calls stands beside numbers as strong as those of hits
GPR55 activation: selective activators of receptor GPR55 – imaging, U2OS cells, beta-arrestin-GFP redistribution, primary screen (AID 1961); U2OS GPR55 beta-arrestin-GFP redistribution imaging; higher % means a stronger effect; activation, % at 10 µM, or EC50 in µM where a hit was titrated; actives 0.048% (n = 290,000);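 active = activation above 40% with more than 50 cells counted in the well; inconclusive = wells holding fewer than 50 cells, flagged as toxic or sparse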;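 also: U2OS osteosarcoma cells stably expressing GPR55 and beta-arrestin-GFP; plate controls were DMSO negative control for no effect and LPI positive control for full effect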
Myeloid diff MLP GFP+ MAC1+ %: recorded beside Myeloid diff MLP, whose call it bears; GFP+ MAC1+ double positive, %; measured here: differentiation confirmed by MAC1 staining
Active calls of the source: *; i = inactive; ? = inconclusive; · = no result given; + = active, no number; [ ] = dose if it differs, or a comment. Rule as the data show it, unless noted: active = inhibition above about 50%; inactive = the rest.

canonical_smiles,GPR35 arrestin U2OS,GPR55 activation,NOD2 inhibition,HIV fusion peptide,Myeloid diff MLP,Myeloid diff MLP GFP+ MAC1+ %,GPR55 antagonists,KOR beta-arrestin-1,KOR beta-arrestin-2,NOD1 NF-kB reporter
CCOc1ccc(CN2CCN(C(=O)c3cccc4ccccc34)CC2)cc1,5%,-0.1%,39%,0.9%,i,0.6,4%,-2%[20 µM],-1.8%,16%
S=C(NCCc1cccc(Cl)c1)NCc1ccccc1,6%,-0.1%,6%,1.1%,i,0.3,0%,-7%,-0.4%,-46%
CCN(CCCNC(=O)CCn1c(=S)[nH]c2cc3c(cc2c1=O)OCO3)c1cccc(C)c1,16%,-0.1%,6%,-0.5%,i,2.6,8%,-149%,36%,-24%
O=C(NC(Cc1ccccc1)C(=O)O)OCC1c2ccccc2-c2ccccc21 (centres undefined),-4%,0.0%,20%,8.5%,i,0.8,-2%,-9%,-6.5%,-1%
O=C(Nc1cccc(Cl)c1)N(CCN1CCOCC1)Cc1ccccc1F,-9%,0.6%,-20%,-0.5%,i,0.9,8%,-6%,0.8%,-8%
O=C1C(Oc2ccc(Cl)cc2)C(c2ccc3c(c2)OCO3)N1CC1CCCO1 (centres undefined),2%,0.0%,5%,-2.6%,i,0.2,4%,9%[20 µM],3.9%,39%
Cc1ccc2c(c1)C(=O)OC1(O)C3C4C=CC(C4)C3C(=O)N21 (centres undefined),5%,0.1%,12%,1.2%,i,0.8,18%,17%,1.8%,-3%
O=C(NCCc1ccc(F)cc1)c1coc(=O)c(Br)c1,-5%,0.3%,5%,-1.0%,i,1.8,0%,-13%,-2.4%,-13%
O=c1oc2ccccc2c(NCc2ccccc2)c1[N+](=O)[O-],-14%,0.3%,16%,4.6%,i,0.6,-4%,11%,-1.9%,-12%
CCn1c(SCC(=O)N2CCCC(C)C2)nc2c1c(=O)n(C)c(=O)n2C (centres undefined),0%,-0.1%,-4%,-0.1%,i,0.6,-2%,-7%,2.9%,-11%
Cc1ccc(C(=O)N/C(=C/c2cccs2)C(=O)NCC2CCCO2)cc1 (centres undefined),6%,0.3%,3%,-1.2%,i,0.2,-8%,-74%[20 µM],-4.1%,-23%
CSc1ccc(CCNC(=O)CCc2nnc3ccc(N4CCOCC4)nn23)cc1,4%,-0.1%,8%,1.2%,i,2.1,-16%,-7%[20 µM],4.3%,-24%
COc1ccc(CCNC(=O)/C(C#N)=C2\N=C(NC(=O)c3ccco3)c3ccccc32)cc1,-1%,0.7%,31%,1.9%,i,0.6,13%,-25%,3.8%,10%
CCOC(=O)N/N=C1\CCc2ccccc21,6%,-0.1%,-30%,1.3%,i,0.8,6%,-30%,-0.4%,-58%
CC(Oc1ccc2c(-c3ccccc3)cc(=O)oc2c1)C(=O)NCC(O)c1ccccc1 (centres undefined),-11%,1.0%,22%,1.9%,i,2.6,1%,-8%[20 µM],-5.7%,-18%
O=c1cc(N2CCC3(CC2)OCCO3)[nH]c(=O)n1C1CCCCC1,10%,-0.2%,-2%,-0.3%,i,0.9,5%,-43%,-0.5%,14%
CCNCC(=O)N1c2ccccc2CCc2ccc(NC(C)=O)cc21,7%,0.5%,8%,-0.6%,i,5.3,-2%,-39%,-2.9%,-17%
COc1ccc(C2c3[nH]c4ccccc4c3CCN2C(=O)c2cc3ncccn3n2)c(F)c1 (centres undefined),-17%,-0.1%,10%,-0.5%,i,1.0,8%,-62%[20 µM],·,-30%
COc1ccc2c(c1)c1ncnc(N3CCN(Cc4ccc5c(c4)OCO5)CC3)c1n2C,-10%,0.2%,3%,-1.8%,·,·,-12%,-22%,3.5%,47%
COC(=O)C1=C(C)N(c2ccc(OC)cc2)C(C)=C(C(=O)OC)C1c1ccc(OC)cc1,-7%,-0.3%,-3%,0.7%,i,0.2,-5%,5%,5.5%,-5%
CC(C)CN1C(=O)NC(NC(=O)c2ccco2)(C(F)(F)F)C1=O (centres undefined),12%,-0.1%,15%,-2.1%,i,0.7,-4%,-7%,-5.9%,19%
O=C(CCc1ccccc1)NN1C(=O)C2C3C=CC(O3)C2C1=O (centres undefined),8%,-0.1%,-3%,-0.7%,i,0.4,7%,-11%[20 µM],-1.8%,-11%
O=C(O)C(Sc1ccncn1)c1ccccc1 (centres undefined),2%,-0.5%,13%,-0.8%,i,0.2,-1%,-24%,6.5%,-37%
CCCCc1ccc(S(=O)(=O)N/N=C(/C)c2ccncc2)cc1,-10%,-0.2%,39%,-0.3%,i,1.1,9%,-24%,0.1%,-16%
COc1ccc(CN2CCC(=O)N([C@H](CO)c3ccccc3)CC2)cc1,-6%,-0.3%,19%,1.1%,i,0.3,-2%,-39%[20 µM],-2.5%,-20%
COc1ccc(CC(=O)NNS(=O)(=O)c2ccccc2[N+](=O)[O-])cc1,-5%,-0.1%,15%,-1.1%,i,0.5,2%,3%,1.1%,-10%
CCCn1c(-c2cccs2)nc2c1c(=O)[nH]c(=O)n2Cc1ccccc1,-7%,-0.4%,-10%,16%,i,0.4,3%,12%,-7.5%,-19%
CCOC(=O)c1cnc(=O)[nH]c1C,7%,0.1%,16%,-2.1%,·,·,7%,6%,·,-2%
Cc1ccc(S(=O)(=O)NNC(=O)c2ccncc2)cc1[N+](=O)[O-],7%,0.0%,11%,1.3%,i,1.4,-1%,10%,-3.3%,-32%
O=C(CN1CCOCC1)N/N=C/c1ccc(-c2ccc(C(=O)O)cc2)o1,6%,-0.1%,-27%,-1.1%,i,0.6,-8%,46%,-0.7%,-9%
Cc1ccc(Nc2c3c(nc4ccccc24)CCC3)cc1,-7%,0.2%,18%,-1.7%,i,0.8,12%,18%,4.8%,1%
CCS(=O)(=O)N1Cc2ccccc2CC1C(=O)OCC(=O)N(C(C)C)C(C)C (centres undefined),4%,0.6%,4%,0.7%,i,1.0,-4%,17%,-3.9%,-25%
S=c1[nH]nc(-c2ccccc2)n1/N=C/c1cccc(Br)c1,-2%,0.4%,14%,-1.9%,i,0.8,-8%,-74%[20 µM],0.4%,-5%
O=C(/C=C/Nc1ccccc1)c1ccc(Cl)cc1Cl,24%,-0.2%,-149%,-2.1%,i,0.1,61%,-19%,2.2%,-58%
O=C(Nc1cccnc1)c1noc2c1CCCC2,11%,-0.1%,-19%,-1.0%,i,0.6,22%,-18%,5.5%,-19%
NNC(=O)COc1ncn(-c2ccccc2)n1,2%,-0.2%,3%,-1.6%,i,0.8,11%,-2%,2.8%,1%
CCNC(=O)c1c(N)sc2c1CCCCC2,6%,0.2%,-6%,-0.1%,·,·,0%,-21%,·,-18%
NC(=O)Nn1c(CCC(=O)O)ccc1-c1ccc(Cl)cc1,-15%,0.0%,-9%,-1.0%,i,0.1,14%,37%,2.0%,-6%
Cc1ccc(N=Cc2c(C)[nH]n(-c3nc4ccccc4[nH]3)c2=O)cc1,6%,0.1%,19%,1.6%,i,1.1,6%,10%,-3.3%,8%
O=C(c1cc2ccccc2oc1=O)N(c1ccc(Cl)cc1)C1C=CS(=O)(=O)C1 (centres undefined),·,0.1%,-48%,-1.7%,i,1.0,5%,4%,-3.4%,-40%
CC(=O)c1sc(N/N=C/c2cccc([N+](=O)[O-])c2)nc1C,13%,-0.4%,-20%,-1.8%,i,0.2,0%,-92%,0.4%,-11%
CCc1ccc(CCC(=O)Nc2nc(CC(C)=O)ns2)o1,2%,0.8%,10%,-1.1%,i,1.6,8%,12%,-9.7%,14%
CC1(C)CC(NC(=S)NCc2ccc3c(c2)OCO3)CC(C)(C)N1,-7%,-0.4%,2%,1.1%,·,·,2%,-18%,4.7%,-36%
COC(=O)c1ccc(CSc2nc3ccccc3o2)cc1,-4%,0.0%,-72%,0.2%,i,0.3,4%,5%,-1.2%,-44%
CSc1n[nH]c(NC(=O)c2c(-c3c(Cl)cccc3Cl)noc2C)n1,49%,0.1%,12%,-0.3%,i,0.9,22%,24%,-2.4%,1%
COC(=O)CCc1c(C)c(C(=O)c2cccc(OC)c2OC)c2ccccn12,16%,0.0%,11%,0.5%,i,0.8,10%,-25%,-1.4%,6%
O=C(CCCCCCCCCCC(=O)NCc1cccnc1)NCc1cccnc1,17%,0.0%,0%,-1.7%,i,0.2,12%,23%,0.5%,-2%
CCCN(CCC)S(=O)(=O)c1ccc2c(c1)CCCN2C(C)=O,-11%,-0.1%,11%,-1.3%,i,0.4,-20%,-15%,4.6%,-8%
CCn1c(SCC(=O)Nc2cccc(C)n2)nnc1-c1ccco1,7%,-0.2%,3%,0.3%,i,0.8,16%,15%,0.1%,1%
COCCNC(=O)c1ccc2c(Cl)c3c(nc2c1)CCC3,10%,-0.1%,-10%,-1.3%,i,0.3,-10%,4%,-6.0%,-4%
O=C(CSc1ccc(-c2ccccc2)nn1)NCC1CCCO1 (centres undefined),0%,0.1%,-4%,-2.1%,i,3.2,1%,-28%,6.4%,31%
O=C(O)CNC(=O)C12CC3CC(CC(Cl)(C3)C1)C2,-12%,-0.2%,-24%,0.1%,i,0.1,-9%,-3%,11%,18%
CCOC(=O)c1c(C)[nH]c(C)c1S(=O)(=O)NCCc1sccc1C,10%,1.0%,-18%,0.2%,+,2.3*,-4%,4%,-2.4%,6%
CCNS(=O)(=O)c1cc(OC)c(Cl)cc1OC,0%,0.1%,19%,0.2%,i,0.9,-7%,38%,7.3%,-21%
O=C(OCc1ccc(Cl)cc1Cl)c1ccncc1,1%,0.8%,13%,-1.3%,i,4.4,2%,-36%,6.3%,12%
COc1cccc(Oc2cn[nH]c2-c2ccc(O)cc2O)c1,10%,-0.1%,9%,-0.5%,i,0.5,11%,21%,0.8%,4%
CCOC(=O)CCSc1nc(C)c2cc(C)c(C)cc2n1,?,-0.2%,-13%,-0.4%,i,0.4,-15%,-59%,4.5%,-28%

This is a subset. The share of hits here may be higher or lower than overall.
